PERK inhibitor – inhibitors of human PERK kinase; hit rate 0.17% among 220,000; CHO PERK-DD fusion, SEAP luminescence translation reporter; inhibition, % at 5.6 µM;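 active means inhibition above the mean inhibition of all tested compounds plus 3 SD, set separately per screening campaign, cut at about 2.9% in these data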;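 further: PERK kinase domain activated by AP20187 dimerizer at 100 nM; 0% = DMSO with dimerizer and 100% = rapamycin at 8.4 µM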
zVAD death inh – L929 zVAD cell death inhibition | viability rescue, % at 10 µM | L929 zVAD necroptosis rescue, ATP luminescence, 24 h; with zVAD 60 µM | hit rate 0.38% among 220,000 | AID 1377;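 active means activation, scaled between plate controls, above about 75%, limit read from the data; inactive means activation under that limit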;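 further: 0% = zVAD with DMSO and 100% = DMSO alone without zVAD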
Runt-CBFb FRET – Runt domain-CBFb interaction inhibition | Cerulean-Runt/Venus-CBFb FRET ratio 530/480, 1 h | inhibition, % at 20 µM | hit rate 0.46% among 220,000;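 active means inhibition over about 50% at 20 µM in the single-dose screen, limit read from the data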;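 further: 0% = DMSO wells and 100% = excess unlabeled CBFb competitor control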
Target sequence (Q01196 whole entry, looked up, the tested form may be a part): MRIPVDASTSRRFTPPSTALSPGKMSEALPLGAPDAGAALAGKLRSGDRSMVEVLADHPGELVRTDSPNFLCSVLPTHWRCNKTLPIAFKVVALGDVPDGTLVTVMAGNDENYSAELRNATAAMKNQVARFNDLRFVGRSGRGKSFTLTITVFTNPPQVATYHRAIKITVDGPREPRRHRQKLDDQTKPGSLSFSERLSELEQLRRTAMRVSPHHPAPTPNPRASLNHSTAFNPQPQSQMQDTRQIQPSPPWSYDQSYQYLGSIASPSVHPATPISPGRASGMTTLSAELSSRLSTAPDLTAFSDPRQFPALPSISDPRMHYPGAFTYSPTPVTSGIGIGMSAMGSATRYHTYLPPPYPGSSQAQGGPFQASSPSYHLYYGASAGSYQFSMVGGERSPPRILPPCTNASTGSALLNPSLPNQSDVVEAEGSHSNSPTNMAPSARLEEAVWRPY
Target sequence (Q13951 whole entry, looked up, the tested form may be a part): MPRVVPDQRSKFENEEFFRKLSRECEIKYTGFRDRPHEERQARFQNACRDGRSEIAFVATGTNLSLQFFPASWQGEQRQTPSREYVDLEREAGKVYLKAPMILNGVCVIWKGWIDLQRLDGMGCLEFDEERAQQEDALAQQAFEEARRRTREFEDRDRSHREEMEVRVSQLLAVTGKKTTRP
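test system = Cerulean-Runt domain fusion protein, energy donor | probe or stimulus = Venus-CBFb binding partner, 100 nM | incubation = two 1 h room-temperature incubations shielded from light | detection = fluorescence energy transfer, 422 nm excitation, 530/480 nm emission | measure = loss of energy transfer signal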
Hck Nef HTS – human Hck-Nef kinase inhibition; P08631; Recombinant Hck-YEEI plus Nef, Z-Lyte FRET kinase assay; inhibition, % at 20 µM; hit rate 0.68% among 220,000;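 active means Hck-Nef kinase inhibition above about 50%, limit read from the data; inactive means inhibition below that limit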;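 further: 0% = DMSO with Hck plus Nef and 100% = Hck alone without Nef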
EP2 modulator – modulates human prostaglandin E2 receptor EP2 signaling | EP2-expressing cells, cAMP HTRF FRET, PGE2 co-stimulation | induction, % at 25 µM | hit rate 0.83% among 260,000 | AID 940;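 active means compounds whose cAMP rise, as percent of the full-agonist control response, exceeds 60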;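 further: rat C6 glioma line stably carrying human EP2 under a CMV promoter; the protocol text gives 20 µM as final concentration; 100% = response of wells given 1 µM PGE2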
PGE2 EP2 inh – blocks the human prostaglandin E2 receptor EP2; hit rate 0.52% among 260,000; inhibition, % at 25 µM; C6 glioma cells expressing human EP2, cAMP TR-FRET; cells stimulated with saturating PGE2;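 active means percent inhibition above 40 after rounding to a whole number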;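 further: rat C6 glioma host cells with rolipram phosphodiesterase inhibitor present; the protocol text gives 20 µM as final concentration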
TNF necrop inh – blocks TNF-alpha induced death of Jurkat FADD-/- cells; activation (protection from cell death), % at 10 µM; Jurkat FADD-/- TNF necroptosis rescue, ATP luminescence, 24 h; 0 = TNF only, 100 = no-TNF cells; hit rate 0.068% among 220,000;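 active means activation, meaning protection from cell death, of at least 50% relative to plate controls; inactive means activation below 50%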;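 further: necroptosis triggered by 40 ng/mL TNF-alpha added together with compound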
Runt-SMMHC FRET – blocks binding of human RUNX1 Runt domain to CBFb-SMMHC | Q01196+Q13951 | Cerulean-Runt/Venus-CBFb-SMMHC FRET ratio 530/480, 1 h | inhibition, % at 20 µM | hit rate 0.74% among 220,000 | AID 1434;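 active means mean inhibition across duplicate retests at 20 µM reaching about 50%, limit read from the data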;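 further: 0% = DMSO wells and 100% = wells with excess untagged CBFb-SMMHC; inhibitors lower the FRET ratio by blocking Runt binding to CBFb-SMMHC; some results filed as inactive read as strong as hits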
RBBP9 inhibitor – human RBBP9 hydrolase inhibition; recombinant RBBP9, FP-Rh probe fluorescence polarization; hit rate 0.2% among 220,000; O75884; inhibition, % at 7.94 µM;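 active means inhibition above the campaign mean of all tested compounds plus 3 SD, cut at about 14% in these data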;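 further: plate controls were DMSO wells with RBBP9 for no effect and wells lacking RBBP9 protein for full effect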
Target sequence (O75884 whole entry, looked up): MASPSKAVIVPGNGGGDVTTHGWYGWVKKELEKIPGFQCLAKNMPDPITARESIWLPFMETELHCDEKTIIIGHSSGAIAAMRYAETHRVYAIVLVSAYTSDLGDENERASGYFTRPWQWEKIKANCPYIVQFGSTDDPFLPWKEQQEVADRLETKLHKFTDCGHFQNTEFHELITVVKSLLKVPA
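Material: RBBP9 protein. Amount: RBBP9 at 2.5 µM in dispensed solution, before mixing. Schedule: 30 min then 45 min, 25 °C. Medium: Tris buffer pH 8.0, NaCl, Pluronic. Measured by: fluorescence polarization. Measure: percent inhibition from mP, scaled between DMSO and no-protein wells. Replication: one well per compound.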
Active calls of the source: *; / = no result given; & = joins results of further samples.

SMILES	PERK inhibitor	zVAD death inh	Runt-CBFb FRET	Hck Nef HTS	EP2 modulator	PGE2 EP2 inh	TNF necrop inh	Runt-SMMHC FRET	RBBP9 inhibitor
O=C(CN(c1ccccc1)S(=O)(=O)c1ccccc1)N1CCOCC1	0.8	1.7	0	18	16	2	-0.5	1	-6
CCN(c1ccccc1)c1cc(C)nc2nc(C)nn12	0.9	4.3	0	1	-1	8	1.3	0	-3
COc1ccccc1NC(=O)c1c(C)cc(=O)oc1C	0.1	0.1	1	-1	7	8	-0.6	4	-8
O=C(Nc1cccnc1)c1ccc2c(c1)C(=O)N(CC1CCCO1)C2=O (stereo not drawn)	1.3	1.8	0	0	-26	7	0.7	1	10
CN(C)C(=S)SCC(=O)Nc1ccc(Cl)cc1Cl	0.0	0.2	1	2	-22	8	8.2	3	-5
Nc1nnc(SCCOc2ccccc2)s1	-0.1	-0.5	0	1	11	3	0.4	0	-9
COC(=O)Nc1nc2ccc(C(=O)c3ccc(F)cc3)cc2[nH]1	1.3	/	-2	/	/	17	/	0	1
OCCC1CN(CCCn2cccn2)CCN1C1CCCCC1 (stereo not drawn)	0.9	1.3	-1	15	12	9	-0.5	4	-6
Cc1ccc(-n2c(SCC(=O)Nc3cc(C)on3)nc3c(c2=O)SC(C)C3)cc1 (stereo not drawn)	-0.9	-0.5	0	-7	17	12	-0.3	-43	-9
Cc1nn(C)c(C)c1S(=O)(=O)N1CCCC(C(=O)NCC2COc3ccccc3O2)C1 (stereo not drawn)	0.0	1.5	1	1	-3	6	1.4	-3	0
COc1ccccc1NC(=O)C(C)Nc1ccc(C)c(Cl)c1 (stereo not drawn)	-0.9	1.1	-3	30	-32	15	0.0	-2	-9
CCn1c(=O)c(C(=O)Nc2ncccc2C)c(O)c2ccccc21	0.4	2.1	0	34	19	5	-1.4	0	-1
O=C(O)CCC(=O)Nc1cccc2cccnc12	0.8	2.9	0	20	27	5	0.3	-2	-4
Cc1ccc(S(=O)(=O)C2(C(=O)N3CCN(C4CCCCC4)CC3)CC2)cc1	-1.0	-0.3	0	-1	31	3	0.0	-2	-3
O=C(Cc1c(F)cccc1Cl)NCC1CCCO1 (stereo not drawn)	0.5	0.1	0	-8	17	13	3.0	0	1
O=C(Nc1cccc(C(F)(F)F)c1)N1CCC(c2nc(-c3ccc(F)cc3)no2)CC1	-1.2	0.1	1	-1	-11	9	1.3	-2	-22
Cc1onc(-c2ccccc2)c1-c1ccc(S(N)(=O)=O)cc1	1.3	/	-2	/	13	10&11	/	0	-7
O=c1[nH]c(CSc2nnc(NCCCN3CCOCC3)s2)nc2cc(Cl)ccc12	1.2	0.3	-3	2	-24	6	-2.4	-1	-1
CC(C)c1ccc(S(=O)(=O)c2ccc(NN)cc2)cc1	-0.5	-0.3	2	7	-37	3	-2.1	2	-14
Cn1cnnc1SC/C(O)=C(\C#N)c1nc2ccccc2[nH]1	1.1	1.6	0	1	-13	10	0.2	1	-7

Record cards (already shown). Values in the order: PERK inhibitor, zVAD death inh, Runt-CBFb FRET, Hck Nef HTS, EP2 modulator, PGE2 EP2 inh, TNF necrop inh, Runt-SMMHC FRET, RBBP9 inhibitor
Cc1onc(-c2ccccc2)c1-c1ccc(S(N)(=O)=O)cc1 is listed with 1.3, /, -2, /, 13, 10&11, /, 0, -7
O=C(Nc1cccnc1)c1ccc2c(c1)C(=O)N(CC1CCCO1)C2=O (stereo not drawn) is listed with 1.3, 1.8, 0, 0, -26, 7, 0.7, 1, 10
O=C(O)CCC(=O)Nc1cccc2cccnc12 is listed with 0.8, 2.9, 0, 20, 27, 5, 0.3, -2, -4
CCN(c1ccccc1)c1cc(C)nc2nc(C)nn12 is listed with 0.9, 4.3, 0, 1, -1, 8, 1.3, 0, -3

Later entries.
SMILES	PERK inhibitor	zVAD death inh	Runt-CBFb FRET	Hck Nef HTS	EP2 modulator	PGE2 EP2 inh	TNF necrop inh	Runt-SMMHC FRET	RBBP9 inhibitor
CCC(=O)NC(Nc1c(C)n(C)n(-c2ccccc2)c1=O)C(Cl)(Cl)Cl (stereo not drawn)	-1.0	-0.1	0	-24	-6	4	-0.1	3	3
CCOC(=O)/C(C#N)=C/c1cn(CCOc2ccc(OC)cc2)c2ccccc12	0.0	0.5	-10	2	-7	3	5.0	-34	-5
O=C(NCc1ccco1)C1CCCN1S(=O)(=O)c1ccccc1C(F)(F)F (stereo not drawn)	0.8	1.1	2	34	-5	3	0.7	5	0
Cc1cc(C)cc(COn2ccnc2)c1	-0.1	0.2	0	3	2	6	5.2	-1	-3
O=C(O)/C=C/C(=O)NC1CC1	0.4	2.1	-1	22	40	11	0.0	-3	-3
COc1ccc(N(Cc2nnc3n2CCCCC3)C(=O)Nc2ccccc2)cc1	0.4	0.2	-6	14	39	9	0.9	-3	-1
Cc1ccc(-n2ncc3c(SCC(=O)NNC(=O)c4ccco4)ncnc32)cc1	0.5	0.5	-3	28	-64&-58	6&6	1.1	-1	0
Cc1csc(NC(=O)CSc2nnc(-c3ccoc3C)n2Cc2ccco2)n1	-0.8	-0.2	5	2	24	5	1.4	1	0
COc1cc(/C=C(\C#N)C(=O)Nc2ccccc2C(=O)O)cc(Cl)c1OC	-0.2	0.8	-1	7	8	1	-0.6	-8	-2
Cc1nc2ccc(NC(=O)N3CCC(c4ccccc4)C3)cc2nc1C (stereo not drawn)	-1.3	6.5	-1	1	-56	10	2.7	-1	-4
CCc1ccc(/C=C(\Cl)c2nc3cc(Cl)ccc3c(=O)[nH]2)cc1	1.1	0.6	-3	5	-4	5	1.1	-6	3
Cc1cc(SCC#N)n2nc(C)c(-c3ccccc3)c2n1	0.4	20	-1	1	21	15	-0.3	-10	1
c1ccc(-c2nc(CSc3nnnn3-c3ccccc3)cs2)cc1	0.0	0.7	-2	6	-6	6	0.3	-1	-5
Cc1cccc(OC(=O)n2c(=S)oc3cc(Cl)ccc32)c1	1.1	2.2	6	-1	10	11	-0.7	0	-1
CC1CCN(CC(=O)Nc2ccccc2Sc2ccccc2)CC1	0.3	-0.9	-2	1	57	3	-0.8	2	-9
CCOc1cc(S(=O)(=O)NCc2ccccc2)ccc1F	0.9	0.7	-1	0	23	14	-0.3	0	3
Cc1ccc(C(=O)OCC(=O)NCC(F)(F)F)cc1C	0.7	/	-2	4	1	8	1.8	-2	-3
Cc1cc(NC(=O)CCC(=O)N(CC(=O)NC2CCCC2)c2ccc3c(c2)OCCO3)no1	1.9	-0.2	-1	-1	25	16	-2.1	3	-2
COc1cc(CNCc2ccccc2)cc(Cl)c1OC	0.6	0.0	0	-13	-8	4	1.7	1	-8
Cc1ccc(-c2cc(C(=O)Nc3cc(C)on3)no2)cc1	-0.7	1.4	1	26	10&17	16&7	0.6	-1	-10
NC(=S)C1COc2ccccc2O1 (stereo not drawn)	0.5	0.8	3	9	33	6	2.5	-7	-10
O=C(Nc1nnc(SCC(=O)N2CCCc3ccccc32)s1)c1ccc2ccccc2c1	-0.3	-0.8	0	1	9	9	0.3	-1	-7
COc1cc(/C=N/NC(=O)Cc2ccc(Br)cc2)cc(OC)c1O	0.9	3.5	17	20	-20	10	1.0	15	1
COc1ccc(C(=O)COC(=O)CCN2C(=O)[C@@H]3[C@H](C2=O)[C@@H]2C[C@H]3C(Br)C2Br)cc1 (stereo partly drawn)	0.3	0.6	-1	2	-81	3	2.6	-7	-5
O=C1CCCc2c1nn(-c1ccccc1)[n+]2[O-]	1.6	1.2	2	9	5	6	-1.4	0	-5
Cc1ccc2c(c1)C1CN(C)CCC1N2S(=O)(=O)c1ccc(Oc2ccc([N+](=O)[O-])cc2)cc1 (stereo not drawn)	0.6	0.7	0	10	-11	8	0.4	0	-3
CCc1ccc(N(C(=O)CNC(=O)c2ccco2)C(C(=O)NCC2CCCO2)c2ccccc2)cc1 (stereo not drawn)	0.0	0.8	-5	21	-4	3	-1.7	1	-7
O=C(O)c1ccc2c(c1)NC(=O)C(N1CCCC1)S2 (stereo not drawn)	-0.4	1.2	2	1	0	4	0.7	-4	6
COc1cc(NC(=O)COc2ccc(Cl)cc2)ccc1NC(=O)C(C)C	0.9	-0.2	0	28	-6	2	-0.7	0	-9
Cc1ccc(S(=O)(=O)/C(C#N)=C/c2c(N3CCCCC3)nc3ccccn3c2=O)cc1	1.2	0.8	-27	-14	9	13	4.9	-34	-3
NC(=O)[C@@H]1CCOc2c(F)cc([N+](=O)[O-])cc2C(=O)N[C@@H](CO)C(=O)NCC(=O)N1	0.6	1.4	0	-7	23	3	0.6	-1	0
CCOc1cc(C2Nc3ccccc3C(=O)N2c2ccccc2OC)ccc1O (stereo not drawn)	-0.5	0.3	2	4	3	11	0.2	3	6
O=C(Nc1cccc(-c2nc3ncccc3o2)c1)c1ccco1	-1.1	0.5	1	-1	14	8	-1.6	0	-6
CCN(CC(=O)NCc1ccc(Cl)cc1)CC(=O)Nc1ccc(C(N)=O)cc1	-0.3	1.2	0	-1	17	8	1.8	-6	-5
Cc1nnc(SC2CC(=O)N(c3ccccc3)C2=O)s1 (stereo not drawn)	1.2	0.1	6	5	26	6	-1.6	4	-9
CCOc1cc2[nH]c(=S)n(CCN3CCCCC3C)c(=O)c2cc1OCC (stereo not drawn)	-0.5	-0.5	0	0	-4	6	-0.8	1	-8
CCOC(=O)C1CCN(S(=O)(=O)c2ccc3[nH]c(=O)oc3c2)CC1	0.6	0.7	0	2	13	12	1.2	-3	-11
O=C(CNC(=O)c1ccccc1F)N/N=C/c1cc(Br)ccc1OC(=O)/C=C/c1ccco1	-0.3	3.5	14	-1	-47	9	-8.1	4	-12
O=C(O)/C=C/c1ccc(OCc2cccc(F)c2)cc1	1.1	18	0	20	2	11	0.0	1	-9
CC1CC(NC(=O)/C=C/C(=O)O)CC(C)(C)C1 (stereo not drawn)	1.4	0.7	0	-1	-4	12	2.6	1	7
CCC(=O)Nc1ccc(NC(=O)/C=C/c2ccc(Cl)cc2)cc1	0.1	0.4	4	0	13	4	-1.6	0	-2

Some of the entries so far, with bars between the fields:
Molecule | PERK inhibitor | zVAD death inh | Runt-CBFb FRET | Hck Nef HTS | EP2 modulator | PGE2 EP2 inh | TNF necrop inh | Runt-SMMHC FRET | RBBP9 inhibitor
O=C1CCCc2c1nn(-c1ccccc1)[n+]2[O-] | 1.6 | 1.2 | 2 | 9 | 5 | 6 | -1.4 | 0 | -5
Cc1ccc2c(c1)C1CN(C)CCC1N2S(=O)(=O)c1ccc(Oc2ccc([N+](=O)[O-])cc2)cc1 (stereo not drawn) | 0.6 | 0.7 | 0 | 10 | -11 | 8 | 0.4 | 0 | -3
CCc1ccc(N(C(=O)CNC(=O)c2ccco2)C(C(=O)NCC2CCCO2)c2ccccc2)cc1 (stereo not drawn) | 0.0 | 0.8 | -5 | 21 | -4 | 3 | -1.7 | 1 | -7

Screens from PubChem.

The list is partial; the hit share may differ from the screen's.
